PP1 counter = PP1-alpha (human) inhibition in PP5 counter-screen; inhibition, % at 6.7 µM; purified PP1alpha, OMFP fluorescence; P62136; hit rate 0.9% among 320,000; AID 2235;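 active = inhibition above the mean inhibition of all tested compounds plus 3 SD, computed separately for each screening campaign, cut at about 15% in these data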
Target sequence (P62136 whole entry, looked up): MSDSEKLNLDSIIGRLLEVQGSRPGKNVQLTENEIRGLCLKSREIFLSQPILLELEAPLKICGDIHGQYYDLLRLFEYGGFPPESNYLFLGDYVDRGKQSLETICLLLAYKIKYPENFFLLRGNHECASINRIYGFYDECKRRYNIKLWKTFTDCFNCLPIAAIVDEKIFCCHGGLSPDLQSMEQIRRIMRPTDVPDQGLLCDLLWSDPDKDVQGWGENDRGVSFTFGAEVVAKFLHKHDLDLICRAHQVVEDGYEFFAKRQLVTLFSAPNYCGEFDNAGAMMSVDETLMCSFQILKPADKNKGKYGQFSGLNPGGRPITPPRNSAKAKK
Efflux pump inh = inhibitors of Candida antifungal efflux pumps expressed in yeast; hit rate 0.44% among 330,000; AID 485275; S. cerevisiae Candida pump triplex, Nile Red efflux; inhibition, % at 10 µM;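 active = plate passing quality check with inhibition over a set limit, or well fluorescence over plate mean plus 4 SD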;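 also: Nile Red retained in pooled yeast measured as flow cytometry median fluorescence; 0% = buffer negative control and 100% = Enniatin B positive control; higher means more Nile Red kept so more efflux inhibition; some compounds called inactive have numbers as strong as hits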
PP5 primary = PP5 (human) phosphatase inhibition; purified PP5c, OMFP substrate fluorescence; inhibition, % at 6.7 µM; hit rate 0.18% among 320,000;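 active = inhibition above the campaign's mean inhibition across all tested compounds plus 3 SD, cut at about 9.5% in these data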;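 also: 0% = DMSO only and 100% = 100 µM cantharidin control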
TPT1 inhibitor = inhibitors of Candida albicans tRNA 2'-phosphotransferase TPT1; recombinant caTPT1, FP RNA substrate dephosphorylation; inhibition, % at 5 µM; AID 1962; hit rate 0.81% among 300,000;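 active = inhibition above the mean of all tested compounds plus 3 SD, set per screening campaign, cut at about 24% in these data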;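 also: plate controls were DMSO alone for no effect and ferristatin control at 100 nM for full effect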
GASC-1 inh = inhibitors of human GASC-1 (JMJD2C) demethylase | AID 2099 | hit rate 0.069% among 330,000 | Q9H3R0 | inhibition, % at 2.35 µM | GST-JMJD2C(1-420) H3K9me3 demethylation, DELFIA europium;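 active = more than half of a compound's replicate wells show inhibition beyond 50%, single wells judged on their own value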;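 also: signal counts dimethyl H3K9 product captured on neutravidin plate; 0% = median of DMSO wells and 100% = 0.3 times that DMSO median; strong numbers were not always called active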
Target sequence (Q9H3R0 1-420 limits assumed): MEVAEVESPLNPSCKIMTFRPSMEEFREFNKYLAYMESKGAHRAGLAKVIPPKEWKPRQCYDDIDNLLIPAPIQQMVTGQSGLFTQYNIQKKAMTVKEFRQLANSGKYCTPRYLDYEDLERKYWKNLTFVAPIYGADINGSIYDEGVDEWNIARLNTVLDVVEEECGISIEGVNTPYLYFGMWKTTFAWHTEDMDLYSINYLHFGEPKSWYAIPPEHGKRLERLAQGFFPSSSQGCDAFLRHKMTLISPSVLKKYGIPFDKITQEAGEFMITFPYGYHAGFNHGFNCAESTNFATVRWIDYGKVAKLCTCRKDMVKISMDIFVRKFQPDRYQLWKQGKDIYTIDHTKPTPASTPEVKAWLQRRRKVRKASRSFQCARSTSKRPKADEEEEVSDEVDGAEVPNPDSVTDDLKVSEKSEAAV
CTSL1 counter = cathepsin L1 inhibition, PFM18AAP counter-screen; recombinant F. hepatica cathepsin L1, Z-Leu-Arg-MCA fluorescence; inhibition, % at 5.96 µM; hit rate 0.49% among 300,000; AID 1906;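 active = inhibition above the mean of all tested compounds plus 3 SD, set per screening campaign, cut at about 17% in these data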;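 also: 0% = plate median of test compound wells and 100% = 1 µM Z-Phe-Ala-diazomethylketone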
core dimer inh = HCV core protein dimerization inhibition | inhibition, % at 5 µM | TR-FRET GST/Flag-core106 dimerization, 1536-well | AID 1899 | hit rate 0.33% among 300,000;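 active = inhibition above the mean of all tested compounds plus 3 SD, set per screening campaign, cut at about 45% in these data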
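Assay system – GST-tagged and Flag-tagged HCV core protein residues 1-106 · Quantity – core106 proteins, GST 13.5 nM and Flag 17 nM · Benchmarks – unlabelled core106 and no-GST-core106 wells · Read-out basis – percent inhibition of core106 dimerization signal · Detection – time-resolved FRET, ex 340 nm, em 617 and 671 nm · Schedule – 4 h at 22.5 °C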
PREPL inhibitor = inhibits the human prolyl oligopeptidase-like enzyme; Q4J6C6; recombinant PREPL, fluorescence polarization activity-based probe; inhibition, % at 5.96 µM; hit rate 0.68% among 320,000; in the data active = inhibition above about 43%;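 also: 0% = enzyme with DMSO and 100% = wells lacking enzyme; many of its hits are not listed in these tables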
LYPLA2 counter = blocks human lysophospholipase 2, a PME1 counter-screen. hit rate 0.38% among 320,000. recombinant LYPLA2, FP-Rh probe fluorescence polarization. inhibition, % at 5.9 µM. AID 2177. O95372;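 active = inhibition above the screen-wide mean plus 3 SD, limit set per campaign, cut at about 26% in these data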;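 also: 0% = LYPLA2 with DMSO and 100% = wells lacking LYPLA2 enzyme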
Target sequence (O95372 whole entry, looked up): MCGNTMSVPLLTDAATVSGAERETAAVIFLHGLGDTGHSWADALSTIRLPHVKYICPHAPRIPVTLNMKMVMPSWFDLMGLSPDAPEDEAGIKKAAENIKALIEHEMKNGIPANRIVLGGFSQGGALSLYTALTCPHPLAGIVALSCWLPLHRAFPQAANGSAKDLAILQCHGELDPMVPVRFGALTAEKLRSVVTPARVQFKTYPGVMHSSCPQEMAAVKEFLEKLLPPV
Starred values were filed as active, the others as inactive; x = no result given; & = joins results of further samples. An excerpt (hit frequency here may not be typical).

SMILES	PP1 counter	Efflux pump inh	PP5 primary	TPT1 inhibitor	GASC-1 inh	CTSL1 counter	core dimer inh	PREPL inhibitor	LYPLA2 counter
O=C(NCCc1ccc(Cl)cc1)C1CCCN1C(=O)NCc1ccccc1 (configuration not stated)	-6.8	0.0	-0.1	-2.9	-26.2	-6.2	3.0	-2.6	-2.6
Cc1nn(C)c(Cl)c1S(=O)(=O)N[C@@H](c1ccccc1)[C@]1(C)C[C@H]1[C@@H](C)C(=O)Nc1ccc2ccccc2c1	-4.4	0.2	2.0	-3.6	11.8	4.0	22.0	24.4	-34.6
Cc1cc2oc(=O)cc(CN3CCN(S(=O)(=O)c4ccc5c(c4)OCCO5)CC3)c2cc1C	-2.1	-0.4	0.6	0.9	-10.1&7.2	0.8	31.4	-9.1	-4.0
CSc1ccc(C(c2c(C(=O)O)[nH]c3ccccc23)c2c(C(=O)O)[nH]c3ccccc23)cc1	12.6	0.0	-0.2	0.0	7.5	1.0	35.2	-1.9	-2.4
CN(C(=O)c1ccc(NC(=O)Cc2ccc(NC(=O)C3CCCN(C(=O)C4CCCC4)C3)cc2)cc1)C1CC1 (configuration not stated)	-1.9	0.1	1.5	x	9.3	x	x	-5.9	57.5*
CC(=O)NC(=O)NC1OC(=O)C(Cl)=C1Cl (configuration not stated)	-1.7	0.0	0.4	-3.2	-5.7	4.8	-1.3	17.6	10.6
COc1ccccc1NC(=O)c1ccc(NS(=O)(=O)c2ccc(F)c(F)c2F)cc1	2.5	0.1	3.7	-1.7	0.6	-0.4	9.9	1.3	7.7
COC(=O)c1cccc(-c2ccc(C(c3c(C)[nH][nH]c3=O)c3c(C)[nH][nH]c3=O)o2)c1	1.1	0.0	1.9	-2.8	2.1	-0.2	6.2	-3.5	-5.0
CCn1c2ccccc2c2cc(/C=N/n3c(C)nnc3C)ccc21	0.8	0.0	1.2	1.0	-17.0	5.1	3.5	-5.1	-4.9
COc1ccc(CNC(=O)COC(=O)CN2C(=O)NC3(CCCC3)C2=O)cc1	-3.6	0.1	1.0	x	-2.3	x	x	1.0	-1.3
COc1ccc(CCNC(=O)CC(Cc2ccc(C)cc2)C(=O)O)cc1OC (configuration not stated)	0.2	0.0	1.4	-1.6	4.9	1.8	-2.3	-7.0	-2.9
CCn1c(O)c(N=NC(=O)CNC(=O)/C=C/c2ccccc2)c2ccccc21	-0.2	0.2	2.8	-0.2	13.2	1.9	-2.2	28.4	3.6
COc1ccc(NC(=O)C(=O)NCC2CCCN2S(=O)(=O)c2cccs2)cc1 (configuration not stated)	-1.6	-0.1	2.8	-0.8	21.5	-6.9	-3.4	9.1	10.0
COc1ccc(N(CC(=O)NCCSc2ccccc2)S(C)(=O)=O)cc1	-1.7	0.6	1.4	3.2	4.5	-0.2	1.2	-5.7	-6.8
O=C1c2ccccc2C2(c3ccccc3)NCCN12 (configuration not stated)	-2.6	-0.1	-0.5	5.3	4.3	0.5	6.5	-3.1	0.6
CCCOC(=O)c1cc(=O)[nH]c2ccccc12	-4.4	0.1	1.2	0.9	-30.4	5.3	2.7	5.9	6.5
Nc1nc(Cl)cc(Oc2ccc(Cl)cc2)n1	0.4	0.0	2.4	-15.9	-0.1	0.2	4.6	-31.9	-0.5
CC1(C)Cc2c(cnn2-c2ccccc2)C(=O)/C1=N\NC(=O)c1ccncc1	2.5	-0.1	-1.7	1.8	3.0	0.2	-6.9	18.6	3.2
CC1CCN(CC(=O)NNC(=O)c2cccc(Br)c2)CC1	-0.9	0.2	1.7	-5.4	-27.3	0.9	-3.5	-12.3	2.3
OCCNc1nc2ccccc2nc1NCCO	-3.7	0.1	-2.5	-1.3	0.0	0.0	-0.6	-2.4	0.3

3 entries from above, ordered by count of non-hydrogen atoms, smallest number first:
SMILES	PP1 counter	Efflux pump inh	PP5 primary	TPT1 inhibitor	GASC-1 inh	CTSL1 counter	core dimer inh	PREPL inhibitor	LYPLA2 counter
CCCOC(=O)c1cc(=O)[nH]c2ccccc12	-4.4	0.1	1.2	0.9	-30.4	5.3	2.7	5.9	6.5
O=C1c2ccccc2C2(c3ccccc3)NCCN12 (configuration not stated)	-2.6	-0.1	-0.5	5.3	4.3	0.5	6.5	-3.1	0.6
COc1ccc(NC(=O)C(=O)NCC2CCCN2S(=O)(=O)c2cccs2)cc1 (configuration not stated)	-1.6	-0.1	2.8	-0.8	21.5	-6.9	-3.4	9.1	10.0

Some values from the list:
Value for Nc1nc(Cl)cc(Oc2ccc(Cl)cc2)n1 in PP5 primary: 2.4
Value for COc1ccccc1NC(=O)c1ccc(NS(=O)(=O)c2ccc(F)c(F)c2F)cc1 in LYPLA2 counter: 7.7
Value for CSc1ccc(C(c2c(C(=O)O)[nH]c3ccccc23)c2c(C(=O)O)[nH]c3ccccc23)cc1 in GASC-1 inh: 7.5
Value for CN(C(=O)c1ccc(NC(=O)Cc2ccc(NC(=O)C3CCCN(C(=O)C4CCCC4)C3)cc2)cc1)C1CC1 (configuration not stated) in PREPL inhibitor: -5.9

Other structures:
SMILES	PP1 counter	Efflux pump inh	PP5 primary	TPT1 inhibitor	GASC-1 inh	CTSL1 counter	core dimer inh	PREPL inhibitor	LYPLA2 counter
O=C(NCc1ccccn1)c1nc(-c2ccc(C(F)(F)F)cc2)no1	2.7	-0.2	3.1	2.8	-3.3	-3.7	6.2	9.5	0.0
COc1ccc(/C=C2\SC(N)=NC2=O)cc1Cl	4.0	-0.3	4.1	-0.2	-7.0	1.5	-7.7	12.2	0.4
c1csc(CNc2ncnc3sccc23)c1	-3.2	0.1	-0.5	0.2	3.6	1.5	-6.2	3.4	6.1
CCOC(=O)N1CCN(Cc2oc(CO)cc(=O)c2O)CC1	-8.0	0.3	3.3	-2.2	-4.7	-11.4	1.6	20.4	-1.8
COC(=O)C1CCN(C(=O)COC(=O)COc2ccc(C#N)cc2)CC1	-6.1	0.0	0.8	0.5	48.5	-5.5	2.7	1.6	4.3
COc1ccc(C2CC(=O)CC(=O)C2n2cncn2)cc1 (configuration not stated)	-1.9	0.0	1.4	-0.6	10.6	0.7	4.7	3.6	-3.2
O=C1CCCN1c1ccc(S(=O)(=O)N2CCC(c3ccccc3)CC2)cc1	-2.9	0.3	0.6	3.6	4.8	2.7	7.6	-30.9	5.3
Cc1ccccc1C(=O)N1CCN(c2ccc(NC(=O)c3cccc(OC(C)C)c3)cc2)CC1	-1.7	-0.1	3.2	-1.7	-2.3	-2.5	-2.6	11.2	11.3
CCCc1cc(Nc2ccccc2C)n2ncnc2n1	-4.1	0.1	-1.6	0.3	1.0	4.0	6.0	3.4	-0.3
O=C(NNC(=O)C12CC3CC(CC(O)(C3)C1)C2)c1ccccc1O	-2.7	0.2	-0.4	-2.5	16.1	5.6	-1.8	6.7	1.6
Cc1ccc(CNC(=O)c2ccc(S(=O)(=O)N(C)C)cc2)n1C	0.1	-0.1	1.8	-1.2	-7.9	0.0	8.5	0.8	2.5
O=C(COc1cccc2ccccc12)N/N=C/c1ccncc1	-0.4	0.0	5.2	-4.4	-12.5	-0.7	0.1	-9.0	-2.0
CC(C)(C)OC(=O)N1CCC(CC2CC(c3ccccc3)=NO2)(C(=O)NCc2ccccc2)CC1 (configuration not stated)	1.6	-0.3	1.8	-0.3	-3.5	1.4	-0.2	10.4	2.8
COc1ccc(-c2c(C)nc(N)nc2-c2ccc(OCc3ccc(C)cc3)cc2O)cc1OC	0.5	0.0	1.9	2.1	-5.3	-0.9	-3.9	33.8	0.0
O=C(Nc1nc(-c2cccs2)cs1)c1ccc(S(=O)(=O)N2CCCC2)cc1	1.7	0.0	4.5	-0.3	-17.1	-1.0	8.6	16.1	-52.2
C=CCOC(=O)CCC(=O)Nc1cccc2ccccc12	-2.1	0.0	-0.8	-1.8	5.8	-7.0	6.4	3.6	-2.3
COc1ccc(OCC(O)CNCCOc2ccccc2OC)c(C(C)(C)C)c1 (configuration not stated)	5.9	0.0	-2.0	-0.2	9.7	1.2	-7.7	39.1	0.8
COc1cc(S(=O)(=O)NCc2ccc3c(c2)OCO3)ccc1F	-8.1	0.1	-1.8	-1.2	0.2	0.1	6.8	-6.4	9.9
CC(=O)Nc1sc(C)c(C)c1C(=O)OCC(=O)Nc1ccccc1	2.1	-0.1	1.9	x	29.5	x	x	18.2	-0.9
COc1cc(NC(=O)Cc2ccccc2OC)cc(OC)c1	-0.1	-0.1	-0.4	-9.3	-2.7	3.7	-1.5	4.2	3.7
O=C(CCCOc1ccccc1)NN1C(=O)NC2(CCCCC2)C1=O	-4.1	0.0	1.2	-0.7	-2.0	-5.9	-4.0	5.2	5.7
CC(=O)c1cccc(N(C(=O)CNC(=O)c2ccco2)C(C(=O)NCc2ccco2)c2ccccc2)c1 (configuration not stated)	-2.0	0.5	-1.7	0.9	-2.8	-7.6	4.0	8.2	-0.5
COC(=O)c1ccccc1Oc1cnc2ccccc2n1	1.1	-0.1	-0.3	-0.6	-36.3	-0.8	-9.4	15.9	2.2
CC1CCN(c2ccc(C(F)(F)F)cc2N)CC1	-2.8	0.1	-1.9	1.5	-2.2	-1.0	-1.9	2.1	-4.0
CCC(Sc1nc2ccccc2[nH]1)C(=O)Nc1ccc(NC(C)=O)cc1 (configuration not stated)	-4.8	0.7*	2.5	-2.5	-5.7	-10.5	2.9	6.0	-4.0
O=S1(=O)CC(O)C(N2CCCCC2)C1 (configuration not stated)	-0.5	0.2	2.4	-2.0	3.4	-4.2	2.8	11.4	-4.5
COc1ccc(S(=O)(=O)N2CCSCC2)cc1C(N)=O	0.5	0.0	1.9	-1.5	-0.9	-0.5	-0.3	-2.3	-0.3
O=C(CSc1nc2ccccc2c(=O)n1-c1ccccc1)c1cccc([N+](=O)[O-])c1	-5.6	0.0	-0.2	-0.2	12.7	-3.3	13.7	1.4	0.9
O=C(O)C[C@H]1c2cc(F)ccc2S(=O)(=O)N1C1CCCCC1	-3.5	-0.1	2.4	-0.8	-12.3	-3.2	-3.6	-2.7	3.9
CCOC(=O)CC(NC(=O)c1ccccc1)c1ccc(OC)cc1 (configuration not stated)	-0.4	-0.2	1.7	-3.7	-0.4	6.2	-5.5	15.4	1.4
Cc1cccnc1NC(=O)Nc1cccs1	0.9	-0.1	2.1	1.7	-4.3	-6.2	3.0	-4.0	1.3
Cc1ccc(C)n1CCN1CCN(C(=O)CC#N)CC1	-4.8	0.0	-1.9	0.8	3.5	5.1	-1.1	12.3	2.6
CCOc1cc2[nH]c(=O)n(CCCN3CCCC3=O)c(=O)c2cc1OCC	-1.9	-0.1	-0.8	-1.0	19.0	-1.0	1.4	18.8	4.1
Cc1[nH]c2ccccc2c1C(=O)C(=O)Nc1ccc2c(c1)OCO2	-0.7	-0.1	0.1	1.4	8.7	-6.3	1.3	1.8	-6.1
COC(=O)c1ccc(C)c(NC(=O)COC(=O)C2CC3CCCC(C2)C3=O)c1 (configuration not stated)	-4.0	0.0	-0.1	0.9	15.9	-2.3	-3.5	-1.2	0.6
COc1cccc(-c2nn(-c3ccc(F)cc3)cc2C(=O)NCC2CCCO2)c1 (configuration not stated)	-2.4	-0.1	2.9	-0.4	-0.9	-18.4	2.4	0.5	3.5
O=C(O)/C(=C/c1cccnc1)NC(=O)c1ccccc1	-6.0	0.1	2.3	0.8	7.7	-5.4	-2.7	3.6	-2.5
CC(C)CNC(=O)C1C2C=CC(C2)C1C(=O)O (configuration not stated)	-6.5	0.1	1.3	-0.5	8.0	-2.6	7.7	-3.5	-4.4

Screens (PubChem)
